PRMT1 FP inh = blocks human protein arginine methyltransferase 1 | Q99873 | recombinant PRMT1, activity-based probe fluorescence polarization | inhibition, % at 2.79 µM | 1.3% of 370,000 active | AID 652257;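 active = inhibition above about 21% made by adding two undisclosed values, limit read from the data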
TCR-CD3 inh = blocks the human TCR-CD3 interaction | TAMRA-labeled TCR probe fluorescence, biochemical | inhibition, % at 9.4 µM | 0.37% of 360,000 active; in the data active = inhibition above about 19%;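 note: recombinant mutant TCR 2C K166C tagged with TAMRA read by polarization; 0% = receptor in buffer alone and 100% = receptor with positive control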
mABHD4 FP = inhibitors of mouse ABHD4 | inhibition, % at 8.92 µM | purified mABHD4, FP-Rh probe fluorescence polarization | Q8VD66 | 0.54% of 370,000 active | AID 720543;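 active = inhibition exceeding the mean over every tested compound plus 3 SD, cut at about 30% in these data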;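 note: 0% = plate median of compound wells and 100% = S159A mutant with DMSO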
Target sequence (Q8VD66 whole entry, looked up): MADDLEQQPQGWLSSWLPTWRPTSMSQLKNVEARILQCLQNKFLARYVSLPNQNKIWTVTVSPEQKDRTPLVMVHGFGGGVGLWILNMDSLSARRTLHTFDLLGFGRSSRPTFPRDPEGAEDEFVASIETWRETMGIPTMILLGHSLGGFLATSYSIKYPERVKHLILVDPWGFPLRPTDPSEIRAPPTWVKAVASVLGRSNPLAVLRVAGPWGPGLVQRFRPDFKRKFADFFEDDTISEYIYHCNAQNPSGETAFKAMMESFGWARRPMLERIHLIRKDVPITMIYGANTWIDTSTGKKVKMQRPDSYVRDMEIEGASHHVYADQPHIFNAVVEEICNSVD
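assay system = mABHD4 protein | compound dosing = single nominal dose of 8.92 µM, 0.89% DMSO final | read-out basis = percent inhibition of probe binding, normalized to plate controls | schedule = Enzyme–compound pre-incubation 45 min, then probe 60 min, both 25 °C | detection = fluorescence polarization, excitation 525 nm, emission 598 nm, BODIPY TMR filters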
LEDGF integ inh = blocks HIV-1 LEDGF/p75-dependent DNA integration; inhibition, % at 3.7 µM; AID 743269; 0.64% of 370,000 active; TR-FRET IN-LEDGF/p75 DNA integration, Eu/Cy5;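 active = inhibition above the screen-wide mean plus 3 SD, cut at about 13% in these data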;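 note: signal is the Cy5 over europium emission ratio at 671 and 618 nm; 0% = plate median of compound wells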
Rev-erbA mod = modulators of human Rev-erb alpha DNA binding; 0.79% of 370,000 active; activity, % at 10 µM; Rev-erbα–FITC-DNA binding, fluorescence polarization, 90 min;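 active = activity above about 14%, limit read from the data; passing the limit was not always enough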;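 note: 0% = DMSO wells with 35 nM protein and 100% = DMSO wells with 750 nM protein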
HTRA1 inh = inhibitors of human serine peptidase HTRA1. Q92743. recombinant HTRA1, FP-rhodamine activity-based probe, fluorescence polarization. inhibition, % at 5.96 µM. 0.5% of 340,000 active. AID 504803; in the data active = inhibition above about 36%;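 note: 0% = enzyme with DMSO and 100% = wells lacking enzyme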
rCAG RNA binder = molecules binding r(CAG) RNA repeats; r(CAG) RNA repeat, TO-PRO-1 dye displacement fluorescence; inhibition, % at 3 µM; 1.3% of 370,000 active; AID 651821;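 active = inhibition above the plate cutoff, the mean of all test compounds on that plate plus 3 SD, cut at about 35% in these data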;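 note: 0% = DMSO alone and 100% = 100 µM mitoxantrone as full dye displacement; higher means more dye released from RNA so lower well fluorescence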
MBD2 inh = MBD2-methylated oligo binding inhibition | Q9UBB5 | TR-FRET, MBD2 binding to methylated oligonucleotide | inhibition, % at 4.4 µM | 0.31% of 370,000 active | AID 686964; in the data active = inhibition above about 13%
PG9 binder = binds the HIV-1 gp120 antibody PG9; TR-FRET gp120-PG9 antibody binding; inhibition, % at 6.7 µM; 0.43% of 360,000 active; AID 624416; in the data active = inhibition above about 8.5%
UHRF1 MBD2 ctr = UHRF1 methyl-DNA binding inhibition. Q96T88. UHRF1 binding to methylated oligo, TR-FRET. inhibition, % at 4.4 µM. 0.75% of 370,000 active; in the data active = inhibition above about 21%;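 note: UHRF1 SRA domain binding a hemimethylated CpG hairpin DNA probe; 0% = median of test compound wells and 100% = reference inhibitor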
Target sequence (Q96T88 whole entry, looked up, the tested form may be a part): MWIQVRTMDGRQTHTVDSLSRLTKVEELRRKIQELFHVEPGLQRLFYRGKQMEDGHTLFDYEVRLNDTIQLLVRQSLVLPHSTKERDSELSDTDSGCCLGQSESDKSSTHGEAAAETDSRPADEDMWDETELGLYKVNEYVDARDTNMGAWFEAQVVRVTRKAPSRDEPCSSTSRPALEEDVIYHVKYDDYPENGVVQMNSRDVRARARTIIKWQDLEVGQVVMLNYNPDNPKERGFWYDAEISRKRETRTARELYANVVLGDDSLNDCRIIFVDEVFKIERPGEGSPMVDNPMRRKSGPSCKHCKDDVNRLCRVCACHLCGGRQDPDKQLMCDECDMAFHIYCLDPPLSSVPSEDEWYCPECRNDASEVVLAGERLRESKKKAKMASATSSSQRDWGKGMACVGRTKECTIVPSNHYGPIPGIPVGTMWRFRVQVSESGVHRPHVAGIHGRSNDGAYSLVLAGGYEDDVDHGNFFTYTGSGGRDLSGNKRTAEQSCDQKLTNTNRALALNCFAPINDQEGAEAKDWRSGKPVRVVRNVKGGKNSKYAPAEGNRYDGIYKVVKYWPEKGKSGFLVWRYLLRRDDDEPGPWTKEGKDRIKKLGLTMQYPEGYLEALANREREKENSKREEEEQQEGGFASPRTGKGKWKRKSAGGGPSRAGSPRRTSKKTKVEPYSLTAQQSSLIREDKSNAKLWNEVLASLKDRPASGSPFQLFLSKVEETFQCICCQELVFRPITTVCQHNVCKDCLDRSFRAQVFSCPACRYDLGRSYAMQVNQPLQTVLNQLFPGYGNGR
* = called active by the depositor; . = no result given; & = joins results of further samples; ! = not confirmed by another sample. A portion of the library; count on the stated rates, not on these rows.

SMILES	PRMT1 FP inh	TCR-CD3 inh	mABHD4 FP	LEDGF integ inh	Rev-erbA mod	HTRA1 inh	rCAG RNA binder	MBD2 inh	PG9 binder	UHRF1 MBD2 ctr
COc1ccc(NC(=O)N(C)C[C@H]2Oc3ccc(NS(=O)(=O)c4cccs4)cc3C(=O)N([C@H](C)CO)C[C@@H]2C)cc1	-1	2	6	0	-2	3	8	-1	-0.4	0
CS(=O)(=O)N1CCc2cc(C(=O)O)ccc21	-1	5	1	-2	-2	-2	3	1	1.0	1
COc1ccc2o/c(=N/NC(=O)c3cccs3)c(C(N)=O)cc2c1	-5	-3	3	-3	1	-4	-9	-3	-16	-9
CC(C)c1ccc(NC2CCCN(C(=O)c3ccc4nccnc4c3)C2)cc1 (configuration not stated)	7	-5	6	-2	-2	-2	-6	7	-1.4	0
Cc1ccccc1NCN1C(=O)C2C3C=CC(C3)C2C1=O (configuration not stated)	4	-1	-4	2	-4	-1	1	1	1.8	-1
O=C(NCc1ccc(N2CCCC2=O)cc1)c1cccc(Cl)c1	-2	3	-2	-1	-3	1	-1	4	-4.2	0
NC(=O)c1ccc(NC(=O)CN2CCN(c3ccc(Cl)cc3)CC2)cc1	2	4	4	-1	-3	1	0	-7	-1.4	0
CC(C)c1ccccc1NC(=S)N1CCN(Cc2ccc3c(c2)OCO3)CC1	6	-5	1	-5	1	0	-3	0	-0.2	2
CC(=O)Nc1nc(C)c(-c2csc(Nc3ccc(S(N)(=O)=O)cc3)n2)s1	-2	4	-4	-1	0	-7	18	-4	-4.8	-5
CCCS(=O)(=O)N1CCN(C(=O)COc2ccccc2)CC1	2	-10	7	-2	-2	1	-1	0	1.7	-2
CC(=O)Nc1ccc(S(=O)(=O)NCCC(=O)OCc2csc(CC(=O)Nc3ccccc3C)n2)cc1	1	-4	-3	3	3	-12	5	1	-1.6	-3
O=C1c2ccccc2C(=O)N1CCCCn1c(=O)oc2ccccc21	-3	-2	-10	2	9	5	-1	1	-2.1	-1
CSc1ncc(C(=O)Nc2cccc(Cl)c2C)c(C)n1	-1	0	1	1	2	-2	2	-2	-1.7	1
O=C(O)CCC(=O)N1N=C(c2ccccc2)CC1c1ccc2c(c1)OCO2 (configuration not stated)	-2	-8	-6	1	0	5	-2	-3	-1.8	0
O=C(NCc1cccs1)c1cc(-c2ccccc2)nn1CC1CC(c2cccnc2)=NO1 (configuration not stated)	-3	1	-3	2	0	9	-5	0	0.3	-3
Cc1ccc2c(NCc3ccco3)nc(NC(C)C)nc2c1	-6	-3	6	-1	6	.	8	-3	1.5	-1
Cc1cc(C)c(C(=O)CC(=O)c2cccnc2)c(C)c1	2	-2	6	0	0	3	4	1	-1.9	1
COc1ccc(N(C)S(=O)(=O)c2ccc3c(c2)CCC(=O)N3)cc1	0	1	0	0	1	3	0	2	-1.5	-1
COc1ccc(-c2csc(NC(=O)c3ccc(OCC(=O)N4CCOCC4)c(OC)c3)n2)cc1	3	8	-31	-1	2	-27	6	3	-3.9	-1
CCOC(=O)C1=CCN(S(=O)(=O)c2ccc(C)cc2)C1c1ccc(Cl)cc1 (configuration not stated)	1	4	-10	-4	-7	.	3	-3	0.8	-3
CN1CCN(C(=O)C2=C[C@@H](c3ccc(Br)cc3)C[C@@H](OCc3ccc(CO)cc3)O2)CC1	2	1	-1	-2	1	-1	2	0	-0.4	4
CCCCN1CC(N2CCN(CCO)CC2)CS1(=O)=O (configuration not stated)	0	5	7	5	0	.	3	-6	-0.1	-3
C(=C\c1ccccc1)/CSc1nnc(-c2ccccc2)n1Cc1ccco1	2	4	-10	-1	-1	-28	3	0	-1.7	-2
O=C(CSc1ncc(-c2ccccc2)n1C1CCCC1)N1CCc2ccccc21	0	5	3	-1	.	-9	4	0	-0.5	0
CCOC(=O)/C=C1\SCC(=O)N1CC(=O)NC(C)c1ccc(F)cc1 (configuration not stated)	0	-4	5	0	-2	8	6	-5	0.4	3
O=C(c1cc(COc2ccc(F)c(F)c2)on1)N1CCN(C2CCCCC2)C(=O)C1	4	-6	-17	-3	2	2	-5	11	0.5	4
Cc1cccc(-c2nc(CN3CCCC(C(=O)NC4CCC(C)CC4)C3)c(C)o2)c1 (configuration not stated)	3	-6	-3	-3	-5	-6	-5	7	-0.3	7
COc1cc(-c2nc3n(c(=O)c2C#N)CCS3)cc(OC)c1OC	-4	-5	-7	0	-1	2	3	-6	-1.0	4
O=C(c1cccs1)N1CCC(c2nc(-c3ccc(S(=O)(=O)N4CCOCC4)cc3)no2)CC1	0	2	5	-1	0	-3	-8	3	-0.2	-3
CCN(c1ccccc1)c1ncnc2c1cnn2-c1ccccc1	-2	-5	-4	1	-4	-19	2	-1	1.4	-2
CN(C)C(CNc1nnnn1-c1ccccc1)c1ccco1 (configuration not stated)	-1	3	-3	2	-2	8	13	3	0.5	-2
O=C(Nc1cccc(Cl)c1)N(Cc1nc2ccccc2c(=O)[nH]1)Cc1cccs1	-4	0	-3	2	-1	-18	-2	3	-0.1	0
COc1ccc(Nc2nccc(-c3ccc(C#N)cc3)n2)cc1	-1	1	1	1	-1	8	3	4	-0.2	-1
COc1ccc(S(=O)(=O)NC2(C(F)(F)F)NC(=O)N(CCc3ccc(OC)c(OC)c3)C2=O)cc1 (configuration not stated)	1	10	1	3	-2	-3	2	3	-2.7	-1
Cn1c(C(=O)NCC2CCCO2)cc2c(=O)[nH]c3ccccc3c21 (configuration not stated)	-2	6	9	1	-1	7	2	-4	-0.2	-1
Cc1ccccc1-c1nnc(SCCC(=O)N2CCOCC2)o1	-2	6	3	-2	0	9	-3	-2	0.3	-2
COC(=O)[C@]12CCCCC=C1N(Cc1ccc(Cl)cc1Cl)C(=O)[C@H](CC(=O)NCCc1ccccc1OC)C2	2	-3	-9	-3	-4	.	10	2	0.1	1
COc1ccccc1NC(=O)c1sc2ncn(Cc3ccc(C)cc3)c(=O)c2c1C	2	2	1	-7	46*	-11	2	-6	0.6	-4
COC(=O)/C(=C\Nc1ccc(Cl)cc1Cl)NC(=O)c1ccc(OC)cc1	-1	5	8	2	-1	-19	0	-2	-1.8	-4
CC1=CCC[C@H]2[C@H](C1)C(=O)C[C@@H](C)[C@]2(C)CC/C(=C/CO)CO	2	-10	0	-2	-5	-11	-9	4	0.5	1
CCN(CC(=O)Nc1cc(Cl)ccc1C)C(=O)C1CC1	2	7	-8	6	-2	3	-1	3	-1.9	1
Cc1ccc(OC(=O)c2ccccc2)cc1C	1	4	-1	-1	-4	-1	1	3	-2.9	2
O=C(CSCc1ccc(Cl)cc1)Nc1ccc(O)cc1C(=O)O	0	9	-1	6	-3	-7	5	-3	-1.4	2
N#Cc1nc(-c2ccccc2)oc1NCC1CCCO1 (configuration not stated)	3	8	4	-4	-4	0	1	1	-0.6	0
CSCCC(C(=O)NC(C)(C)C)n1c(-c2ccc3c(c2)OCO3)nc2ccccc21 (configuration not stated)	1	-1	2	3	2	.	6	-3	-0.4	-3
O=C(Cc1ccccc1)Nn1c(-c2ccccc2F)nc2ccccc2c1=O	2	7	-1	-1	1	1	3	-5	-1.9	2
O=S(=O)(c1ccccc1)N1CCN=C1SCc1cccc(Cl)c1	-1	6	-1	2	2	-22	-3	4	-0.9	0
CN1c2ccsc2C(O)=C(C(=S)Nc2ccc(F)c(Cl)c2)S1(=O)=O	30*	-4	-17	-2	-5	-12	67*	0	0.5	-4

Given in markdown: part of the list above.
| SMILES | PRMT1 FP inh | TCR-CD3 inh | mABHD4 FP | LEDGF integ inh | Rev-erbA mod | HTRA1 inh | rCAG RNA binder | MBD2 inh | PG9 binder | UHRF1 MBD2 ctr |
| --- | --- | --- | --- | --- | --- | --- | --- | --- | --- | --- |
| CCN(CC(=O)Nc1cc(Cl)ccc1C)C(=O)C1CC1 | 2 | 7 | -8 | 6 | -2 | 3 | -1 | 3 | -1.9 | 1 |
| Cc1ccc(OC(=O)c2ccccc2)cc1C | 1 | 4 | -1 | -1 | -4 | -1 | 1 | 3 | -2.9 | 2 |
| O=C(CSCc1ccc(Cl)cc1)Nc1ccc(O)cc1C(=O)O | 0 | 9 | -1 | 6 | -3 | -7 | 5 | -3 | -1.4 | 2 |

Following part.
SMILES	PRMT1 FP inh	TCR-CD3 inh	mABHD4 FP	LEDGF integ inh	Rev-erbA mod	HTRA1 inh	rCAG RNA binder	MBD2 inh	PG9 binder	UHRF1 MBD2 ctr
CC(=O)c1c(C)[nH]c(C(=O)Nc2cccc(S(=O)(=O)N(C)c3ccccc3)c2)c1C	-3	8	-45	0	2	-34	12	-7	7.4	0
CC(C)Cn1c(SCC(=O)c2ccc(Cl)s2)nnc1-c1ccco1	-2	-1	3	2	2	-22	-3	-3	-2.0	1
CCCCN(C)CCCNC(=O)CS(=O)Cc1nc(-c2ccc(OC)c(OC)c2)oc1C (configuration not stated)	-1	6	-4	-1	-3	5	0	-4	-2.5	0
CCCC(=O)c1ccc(N2CCN(C(=O)OCC)CC2)c(F)c1	-1	-1	5	0	7	-5	-7	0	0.4	2
O=[N+]([O-])c1cc2no[n+]([O-])c2cc1N1CCCCC1	2	15	55*	9	3	77*	44*	-2	-1.4	-5
C=C(C)CNc1cc(S(=O)(=O)N2CCOCC2)ccc1Oc1ccccc1	0	4	-5	1	6	-18	-2	0	0.1	-2
CC[C@@H]1CC2=C(C(=O)OC(C)(C)O2)[C@@H](c2ccc(Cl)cc2)O1	2	-5	3	-3	5	.	-3	2	-1.6	1
COc1cc(C(C(=O)NC2CCCCC2)N(C(=O)c2cnccn2)c2ccccc2)cc(OC)c1OC (configuration not stated)	-6	6	0	1	-4	2	-7	-3	0.1	0
CC(=O)Nc1ccc(NC(=O)c2c(C)c(-c3ccccc3)nc3ccccc23)cc1	-3	-10	-14	12	0	0	12	-3	-2.9	3
CCCCn1c(N)c(N(CC)C(=O)C2CCN(C(=O)c3ccccc3C)CC2)c(=O)[nH]c1=O	-2	-5	2	0	-1	5	-1	-3	-1.4	-1
O=C(NC(Cc1ccc(O)cc1)C(=O)N=Nc1c(O)[nH]c2ccccc12)c1ccccc1 (configuration not stated)	3	10	3	0	3	-3	11	-10	-6.6	-1
Cc1cccc(N2CCN(C(=O)c3ccc4c(c3)CCN4S(C)(=O)=O)CC2)c1C	5	-4	3	-3	-6	-3	-1	-2	-0.7	-1
Cc1nc2ccccc2n2c(O)c(CC(=O)O)cc12	44*	16	30*	23*	3	55*	12	5	-5.7	16
Cc1nn(CCC#N)c(NC(=O)c2ccc(Cl)cc2)c1P(=O)(Nc1ccc([N+](=O)[O-])cc1)N1CCOCC1 (configuration not stated)	-2	7	3	4	-3	6	9	2	-1.0	-2
CCOc1ccc(NC(=O)CN2C(=O)C3CCCN3C2=O)cc1 (configuration not stated)	1	-4	-3	-2	1	-10	-2	4	-0.8	2
CCCCN(C=O)c1c(CC)nc2ccc(C(=O)NCCCn3ccnc3)cn12	2	-9	4	0	-4	.	-2	3	-1.5	2
NS(=O)(=O)c1ccc(NC(=O)C2C3C=CC(C3)C2C(=O)O)cc1 (configuration not stated)	-2	4	-4	4	-6	3	4	1	-3.5	0
Cc1cccc2sc(N(CCCN(C)C)C(=O)c3ccc(C(=O)c4ccccc4)cc3)nc12	1&2	8	9&10	-1&-2	5&-4	-39	-1&9	4&-2	-1.3	34*!
C/C(=C\C(=O)c1ccc(Cl)s1)N(C)C	1	3	2	-5	0	1	-4	0	0.2	-2
Cc1ccc(C(C(=O)NC2CCCC2)N(Cc2cccs2)C(=O)CNC(=O)c2cccs2)o1 (configuration not stated)	1	-8	-13	4	3	-13	-1	4	0.3	7
Cc1ccc(CN2CCN(CCC(C)C)C(CCO)C2)s1 (configuration not stated)	3	-5	4	0	-4	3	-8	4	-1.7	19
